# Compound activity from PubChem BioAssay.
# PTHR1 ag: PTHR1 (human) receptor agonism. Q03431. 410,000 tested, 0.075% active. Potency, µM (top dose mostly 115 µM), for inactives: at the top dose activation, hits mostly activators. HEK293 GP2 PTHR1 cells, GloSensor cAMP luminescence, 1 h. AID 743266; note: potency is the fitted concentration of half-maximal effect; nearly all actives have a fitted effect of over 55% in size; some results filed as inactive show a strong effect at the top dose; inactives centre near -15; many of its hits are not listed in these tables
#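 HEK-293-derived GP2 cells expressing PTHR1 and a GloSensor cAMP reporter, 3,000/well, plated overnight, given luciferin plus IBMX (each 0.5 mM as added) for 1 h at 37 °C, then compound for 1 h at 37 °C. Luminescence was read after 15 min at room temperature.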
# Abeta rescue: restores growth of yeast expressing A-beta42 peptide. yeast expressing A-beta42, growth rescue, OD600, 48 h; response scale: 0% DMSO, 100% iron-clioquinol control. Potency, µM (top dose mostly 46.1 µM), inactives show top-dose growth rescue, actives largely listed as activators. 410,000 tested, 0.063% active. AID 1347071; note: potency is the fitted concentration of half-maximal effect; nearly all actives have a fitted effect of over 55% in size
#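 Yeast growth medium received pinned compounds, then yeast cells expressing toxic A-beta were added; plates incubated at 30 C for 48 hr. Growth read as absorbance at 600 nm, normalized to DMSO and equimolar FeCl3 plus clioquinol controls.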
# pAkt inh: Akt phosphorylation inhibition; Neuro2A IGF-stimulated pAkt S473 HTRF, 20 min; stronger effect = lower value; activity change, % for hits at 50 µM; 360,000 tested, 0.32% active; in the data active = activity change below about -80%; inconclusive = mostly about -51% to -80%; note: % is set by controls: 0 for no effect and ±100 for the full control effect
#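 Single-point screen (50 µM final compound) in Neuro2A cells stimulated 20 min with 6 nM IGF at 37 deg C. After lysis, Ser473-phosphorylated Akt read by HTRF (ex 330 nm, em 615/665 nm) as the 665/615 ratio.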
# GLP-1R agonist: agonists of human GLP-1 receptor. 380,000 tested, 0.007% active. HEK293 GLP-1R CRE-luciferase, luminescence, 4-6 h; cells express a hypersensitive GLP-1R form. AID 624172. Potency, µM (titrated, usually from 45.6 µM), for inactives: top-dose activation, actives largely listed as activators. P43220; note: potency is the fitted concentration of half-maximal effect; % of control where 0% means no effect
# Target sequence (P43220 whole entry, looked up): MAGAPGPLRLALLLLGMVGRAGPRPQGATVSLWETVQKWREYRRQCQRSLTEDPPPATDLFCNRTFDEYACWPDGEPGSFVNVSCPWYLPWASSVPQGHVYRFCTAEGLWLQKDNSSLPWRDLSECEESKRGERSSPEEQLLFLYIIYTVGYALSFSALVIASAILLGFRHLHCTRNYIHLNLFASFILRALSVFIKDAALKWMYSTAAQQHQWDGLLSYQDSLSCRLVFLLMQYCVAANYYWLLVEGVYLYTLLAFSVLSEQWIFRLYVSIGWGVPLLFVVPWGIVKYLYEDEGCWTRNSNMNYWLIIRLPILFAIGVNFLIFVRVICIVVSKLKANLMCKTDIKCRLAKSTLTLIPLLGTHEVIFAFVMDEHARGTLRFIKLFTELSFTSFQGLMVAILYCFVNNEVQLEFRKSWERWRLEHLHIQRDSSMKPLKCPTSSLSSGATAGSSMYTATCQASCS
# FUS suppressor: suppressors of FUS proteinopathy in yeast. S. cerevisiae FUS-expressing, growth rescue, OD600, 24 h. Potency, µM (doses to about 76.6 µM), for the others: at the top dose growth rescue (activation), hits mostly activators. 390,000 tested, 0.24% active;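 note: potency is the fitted concentration of half-maximal effect; plate controls were DMSO vehicle for no effect and reference control for full effect; nearly all actives have a fitted effect of over 55% in size; some results filed as inactive show a strong effect at the top dose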
#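 S. cerevisiae expressing FUS from galactose induction served as the toxicity model. Growth after 24hr at 30C, read as absorbance at 600 nm, indicates suppression of toxicity; compounds dosed at several concentrations.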
# TDP43 rescue: rescues yeast growth from TDP-43 toxicity; TDP-43 expressing yeast growth rescue, BacTiter-Glo, 24 h; 410,000 tested, 1.8% active; Potency, µM (highest dose often 46.1 µM), inactives show at the top dose growth rescue (activation), hits mostly activators; note: potency is the fitted concentration of half-maximal effect; % of control where 0% means no effect; nearly all actives have a fitted effect of over 50% in size
#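 Luminescence from BacTiter-Glo reports growth of TDP-43-expressing yeast after 24 hr at 30 deg C with compound. Cells were raffinose-pregrown to mid-log, then seeded in galactose medium at OD600=0.02.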
# aSyn rescue: inhibitors of alpha-synuclein toxicity in yeast; Yeast expressing alpha-synuclein, growth rescue, BacTiter-Glo, 24 h; Potency, µM (titrated, usually from 46.1 µM), for the others: at the top dose growth rescue (activation), actives largely listed as activators; 370,000 tested, 0.14% active; AID 652106; note: potency is the fitted concentration of half-maximal effect; % of control where 0% means no effect; nearly all actives have a fitted effect of over 65% in size
#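 Galactose-induced alpha-syn yeast (OD600=0.02, raffinose-pregrown) + pinned cpd, 24 hr, 30 deg C; growth by BacTiter-Glo luminescence. Growth restoration scores as activation.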
# GLP1R inv ag: inverse agonists of human GLP-1 receptor; P43220; HEK293 GLP-1R CRE-luciferase, luminescence, 24 h; GLP-1R form is constitutively active; Potency, µM (series often up to 38.3 µM), for the others: at the top dose activity change, negative = inhibition, actives largely listed as inhibitors; 410,000 tested, 1.6% active; AID 624417; note: potency is the fitted concentration of half-maximal effect; % is set by controls: 0 for no effect and ±100 for the full control effect; nearly all actives have a fitted effect of over 55% in size
#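 Inverse agonism was detected as reduced cAMP-driven luciferase luminescence after 24 h compound treatment. The cells were HEK293 clones expressing constitutively active human GLP-1R with the reporter. Reporter-only and GPR119 cell lines served as counterscreen controls.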
# DRD3 antagonist: D3 dopamine receptor (human) antagonism; P35462; D3R cells, DiscoveRx beta-arrestin luminescence, antagonist mode; stronger effect = lower value; max response, negative = inhibition, %; 360,000 tested, 2.5% active; AID 652054; in the data active = max response below about -50%; inconclusive = no clear call, values can overlap the other calls; note: % is set by controls: 0 for no effect and ±100 for the full control effect; mostly tested at two doses, the higher about 12 µM
# Target sequence (P35462 whole entry, looked up): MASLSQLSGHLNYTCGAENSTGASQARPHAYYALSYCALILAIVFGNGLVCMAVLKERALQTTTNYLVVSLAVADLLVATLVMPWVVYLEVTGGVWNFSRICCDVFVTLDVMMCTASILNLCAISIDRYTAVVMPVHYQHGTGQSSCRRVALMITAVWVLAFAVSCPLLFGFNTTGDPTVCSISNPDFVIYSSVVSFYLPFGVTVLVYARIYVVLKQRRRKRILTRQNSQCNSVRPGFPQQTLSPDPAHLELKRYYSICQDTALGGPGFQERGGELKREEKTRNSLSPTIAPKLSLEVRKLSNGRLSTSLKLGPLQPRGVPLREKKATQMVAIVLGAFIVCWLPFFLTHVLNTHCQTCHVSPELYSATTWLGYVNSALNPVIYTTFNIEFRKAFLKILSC
#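 Cells expressing the human receptor were seeded at 1500 cells/well, incubated overnight at 37 degrees C in 5% CO2, then exposed to library compounds with dopamine controls for 90 minutes at 37 degrees C before luminescent detection.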
# The depositor's hits bear a star; i = inactive; ? = inconclusive; nt = not tested or not shown; [ ] = remark or other dose. Unless noted, calls come from the whole dose curve; as a rule, active = well fitted curve in the direction sought with a large enough effect; inconclusive = small, poorly fitted or top-dose-only effect, or another doubt; inactive = no such curve, though single readings can be large; an effect the other way counts as inactive or inconclusive. This is a subset; count on the stated rates, not on these rows.
SMILES,PTHR1 ag,Abeta rescue,pAkt inh,GLP-1R agonist,FUS suppressor,TDP43 rescue,aSyn rescue,GLP1R inv ag,DRD3 antagonist
CCC(C)[C@H](N)c1nnc(SCc2cccc(F)c2)o1 (some centres not stated),-9%[57.5 µM],1%,i,0%,15%,-14%,-1%,1%,12
COCC(C)n1c(SCC(=O)NC(=O)Nc2ccc3c(c2)OCCO3)nc2ccccc2c1=O (configuration not stated),i,11%,i,18%,13%,-21%,2%,?,3
COC(=O)c1cccc(NC(=O)CCNC(=O)c2ccc([N+](=O)[O-])cc2)c1,i,6%,i,-2%,-7%,13%,-5%,10%,-11
CSc1nnc(-c2ccccc2Cl)o1,i,0%,i,-1%,-25%,9%,2%,1%,20
CCOc1ccc(C2C(C#N)=C(N)Oc3cc(C)n(Cc4ccco4)c(=O)c32)cc1OC (configuration not stated),-5%[57.5 µM],-1%,i,6%,10%,6%,1%,0%,-53*
C[S+](CC[C@H](N)C(=O)O)C[C@H]1O[C@@H](n2cnc3c(N)ncnc32)[C@H](O)[C@@H]1O (some centres not stated),-19%,-7%,i,?,-40%,4%,4%,15%,-10
CCN(CC)S(=O)(=O)c1cccc(S(=O)(=O)N2CCCCC2)c1,-5%[57.5 µM],21%,i,0%,3%,21%,0%,?,13
CCc1nc2ccc(C(=O)NC3CCN(Cc4ccccc4)CC3)cn2c1N(C)CCN1CCOCC1,-16%,9%,i,17%,-7%,18%,-5%,8%,14
Cc1cccc(C(=O)NNC(=O)c2ccccc2C)c1,i,1%,i,2%,-5%,13%,-2%,6%,2
COC(=O)c1ccc(CSc2nnc(-c3ccc4c(c3)OCO4)n2-c2ccccc2)o1,i,-19%,i,14%,?,-1%,?,?,-9

# Single records, as listed above. Order of values: PTHR1 ag, Abeta rescue, pAkt inh, GLP-1R agonist, FUS suppressor, TDP43 rescue, aSyn rescue, GLP1R inv ag, DRD3 antagonist
# `Cc1cccc(C(=O)NNC(=O)c2ccccc2C)c1` in the list: i, 1%, i, 2%, -5%, 13%, -2%, 6%, 2
# `COCC(C)n1c(SCC(=O)NC(=O)Nc2ccc3c(c2)OCCO3)nc2ccccc2c1=O` (configuration not stated) in the list: i, 11%, i, 18%, 13%, -21%, 2%, ?, 3
# `C[S+](CC[C@H](N)C(=O)O)C[C@H]1O[C@@H](n2cnc3c(N)ncnc32)[C@H](O)[C@@H]1O` (some centres not stated) in the list: -19%, -7%, i, ?, -40%, 4%, 4%, 15%, -10
# `CCc1nc2ccc(C(=O)NC3CCN(Cc4ccccc4)CC3)cn2c1N(C)CCN1CCOCC1` in the list: -16%, 9%, i, 17%, -7%, 18%, -5%, 8%, 14
# `CSc1nnc(-c2ccccc2Cl)o1` in the list: i, 0%, i, -1%, -25%, 9%, 2%, 1%, 20

# The listing continues:
SMILES,PTHR1 ag,Abeta rescue,pAkt inh,GLP-1R agonist,FUS suppressor,TDP43 rescue,aSyn rescue,GLP1R inv ag,DRD3 antagonist
CN(CC(=O)Nc1ccccc1Cl)C(=O)COC(=O)c1cc([N+](=O)[O-])ccc1N1CCOCC1,-18%,3%,i,2%,32%,-21%,-14%,6%,?
O=C(CSc1nnc(COc2ccccc2Cl)o1)Nc1ccccc1,-12%,9%,i,-3%,-21%,?,19%,10%,7
COc1ccc2c(c1)cc1c(=O)n(CC(=O)NCCCc3ccccc3)nc(C)n12,-57%[inhibitor],5%,nt,nt,-15%,20%,nt,1%,nt
CCOc1cccc2sc(NC(=O)CS(=O)(=O)c3ccc(C)cc3)nc12,i,-10%,nt,nt,11%,9%,nt,0%,nt
COc1ccc(C2C(C#N)=C(N)Oc3cc(N)ccc32)cc1OC (configuration not stated),-25%,13%,i,1%,nt,-24%,-4%,3%,5
COc1ccc(CCNC(=O)C(C)n2nc(C)c3sc4ccccc4c3c2=O)c(OC)c1 (configuration not stated),20%,-7%,nt,nt,8%,-27%,nt,10%,nt
O=C(c1ccco1)N1CCN(CCCCN2C(=O)c3ccccc3C2=O)CC1,?,-24%,i,-1%,?,-15%,9%,-9%,-10
COc1ccc(S(=O)(=O)Cc2ccc(C(=O)N3CCOCC3)o2)cc1,-18%,6%,i,2%,-15%,?,1%,16%,-14
O=C(CCc1ccccc1)Nc1ccc(NC(=O)c2ccco2)nc1,i,19%,i,-1%,9%,8%,-3%,-7%,-1
CC1=C(C(=O)N(C)C)CC(CC(=O)NCc2cccs2)C(=O)N1CCC1=CCCCC1 (configuration not stated),-5%,2%,i,1%,-11%,20%,2%,6%,?
O=C(NCCCN1CCOCC1)c1cc(Cl)ccc1OCc1ccccc1,-12%,-10%,i,3%,nt,-16%,0%,?,-25
CCOc1ccc(C(=O)NCC(=O)NCC(c2ccco2)N2CCCCC2)cc1OCC (configuration not stated),-8%,7%,i,-3%,2%,8%,-2%,-18%,-1
CC1(c2ccc([N+](=O)[O-])cc2)NC(=O)N(CC(=O)Nc2cccnc2Cl)C1=O (configuration not stated),-20%,-13%,i,-3%,17%,2%,-5%,10%,-14
O=C(CS(=O)c1ccc(C(F)(F)F)cc1[N+](=O)[O-])Oc1ccc(Cl)cc1 (configuration not stated),-58%[inhibitor][57.5 µM],-10%,i,0%,26%,0%,-5%,0%,-97*
CN(CC(=O)NCc1ccccn1)S(=O)(=O)c1ccc(Br)cc1,i,0%,i,7%,-5%,5%,-8%,2%,4
CN(Cc1cccs1)c1nc(-c2cccnc2)nc2ccccc12,?,-11%,i,7%,26%,2%,-1%,-12%[0.307 µM],16
COc1cccc(COC(=O)Nc2ccccc2)c1OC,-32%[inhibitor],-2%,i,26%,-13%,?,?,12%,-6
CCOC(=O)N1CCc2c(sc(NC(=O)c3ccc(S(=O)(=O)N4CCCC4)cc3)c2C#N)C1,-54%[inhibitor],5%,i,-1%,1%,29%,-4%,-3%,38
Cc1ccc(S(=O)(=O)NNC(=O)c2snnc2C)cc1,-7%[57.5 µM],1%,i,-1%,-2%,-6%,2%,12%,14
Nc1nc(-c2cccnc2)nc2sc3c(c12)CCCC3,-21%,-27%,i,?,20%,-5%[9.22 µM],0%,119%[activator],-19
CSc1nc(NCC(C)C)c2c3c(sc2n1)CN(C)CC3,?,-41%[inhibitor],i,6%,45%,-16%,-15%,22%,-72*
COc1ccc(-n2nnnc2CNC(=O)c2ccc(S(=O)(=O)N3CCOCC3)cc2)cc1,i,-6%,i,10%,-6%,-17%,5%,23%,-6
CCN(Cc1ccccc1)S(=O)(=O)c1ccc2[nH]c3c(c2c1)CCCCC3,-24%,-2%,nt,-1%,21%,3%,?,?,nt
O=C(Nc1ccc(CN2CCOCC2)cc1)c1ccc(Br)cc1,-4%,-1%,i,6%,-20%,10%,7%,-5%,-2
C/C(=N\NC(=O)C1CC1)c1ccc(Cl)c(Cl)c1,-10%[57.5 µM],-9%,i,19%,45%,-9%,-6%,1%,7
CC1(C)COCN1S(=O)(=O)c1ccc(C(=O)Nc2nnc(-c3ccc(Cl)s3)o2)cc1,-27%,29%,i,-14%,29%,14%,9%,?,10
O=S(=O)(Cc1ccc(Cl)cc1)N1CCN(c2ncccn2)CC1,i,12%,i,-8%,nt,27%,9%,4%,23
O=C(O)CSc1nc(-c2cccs2)cc(C(F)(F)F)n1,-10%,2%,i,0%,-2%,25%,7%,11%,-9
Cc1ccc(Cl)cc1N1CCN(CCCNC(=O)Cn2ncc3c([nH]c4ccccc43)c2=O)CC1,i,-7%,nt,nt,-14%,-1%,nt,8%,nt
COc1ccc(CCN=Cc2ccccc2O)cc1OC,-26%,-1%,i,8%,-3%,5%,-4%,19%,-11
Cc1oc2c(c(C)cc3oc(=O)c(CC(=O)N[C@H](C(=O)O)C(C)C)c(C)c32)c1C,-17%,0%,i,-3%,13%,0%,6%,6%,7
COc1ccc(OC)c2sc(N3CCN(c4ccccc4)CC3)nc12,-17%,-10%,i,7%,18%,23%,-2%,18%,13
CN=C(Nc1ccc(Cl)cc1)c1ccc(C(F)(F)F)cc1,i,2%,i,-1%,nt,13%,-1%,?,5
Nc1nonc1-c1noc(CCCCCN2C(=O)c3ccccc3C2=O)n1,-11%[57.5 µM],-7%,i,0%,15%,12%,-3%,12%,15
CCOc1ccc(CCN2C(=S)N([C@@H](CC(C)C)CN3CCCC3CN3C(=S)NC[C@@H]3CC(C)C)C[C@@H]2Cc2ccc(O)cc2)cc1 (some centres not stated),-18%,0%,i,-1%,?,15%,-34%[inhibitor],?,1
CCOC(=O)c1ccc(NC(=O)N2C3CCCC2CC(NC(C)=O)C3)cc1 (configuration not stated),-2%,14%,i,-6%,-2%,15%,5%,-3%,9
CC(C)NS(=O)(=O)c1ccc(NC(=O)CCc2ccccc2)cc1,-21%[57.5 µM],-12%,i,0%,23%,-22%,-6%,-3%,-22
COc1cc2c(cc1OC)C(c1cccc(Br)c1)CC(=O)N2 (configuration not stated),-85%[inhibitor],9%,i,10%,-30%,?,5%,7%,25
CCN(C[C@H]1N[C@@](CC)(C(=O)OC)[C@H]2C(=O)N(C)C(=O)[C@@H]12)S(=O)(=O)c1ccc(OC)cc1,-6%,3%,i,1%,-14%,11%,1%,0%,26
CC1(C)CC2(CCO1)OC(=O)CC2C(=O)Nc1cccc2ccccc12 (configuration not stated),i,15%,-88%*,-9%,30%,?,2%,-7%,12
COc1cc(NC(=O)COc2cc(C)cc3oc(=O)cc(C)c23)cc(OC)c1OC,-57%[inhibitor],9%,i,-2%,-37%,10%,?,14%,28
Cc1cccc(-c2nnc(-c3cccc4ccccc34)o2)c1,i,24%,i,2%,-1%,22%,0%,-7%,-17
CCc1ccc(OCc2nc(-c3ccc(-n4cccc4)cc3)no2)cc1,-69%[inhibitor],-8%,nt,nt,-17%,17%,nt,1%,nt
CCOC(CNC(=O)C(=O)Nc1cc2c3c(c1)CC(=O)N3CCC2)OCC,i,10%,i,5%,6%,-13%,-1%,14%,21
